Bioassay records from PubChem BioAssay.
NRP1-CendR mod: alters CendR peptide binding to human NRP-1. O14786. FAM-RPARPAR peptide binding to NRP-1, fluorescence polarization. inhibition, % at 25 µM. 360,000 tested, 0.85% active;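 active = inhibition or corrected inhibition above about 18%, plus a signal ratio from 0.5 to 1.5, limit read from the data, passing the limit was not always enough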; also: strong numbers were not always called active
Rin1 Abl inh: human Rin1-Abl interaction inhibition; AID 588664; 360,000 tested, 0.4% active; TR-FRET Rin1/Abl binding, biochemical; P00519+Q13671; inhibition, % at 7.35 µM; in the data active = inhibition above about 5%, passing the limit was not always enough
Neddylation inh: cullin neddylation inhibition; P61081+Q13564; TR-FRET cullin neddylation, biochemical; calls only at 25 µM; 360,000 tested, 0.58% active; AID 651699; in the data active = inhibition above about 36%
bovine MsrA act: activators of bovine methionine sulfoxide reductase A | purified bovine MsrA, absorbance read-out | activation, % at 10.6 µM | 360,000 tested, 0.3% active | AID 602163; in the data active = activation above about 7.5%;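 also: 0% = vehicle and 100% = reference activator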
FAS TE block: blocks the thioesterase domain of human fatty acid synthase; recombinant FAS-TE, OMFH fluorogenic substrate, fluorescence endpoint; inhibition, % at 15 µM; 360,000 tested, 0.67% active; AID 602261;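 active = compounds whose normalised, plate-corrected inhibition of enzyme fluorescence in the single-dose primary screen is 50% or more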;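 also: 0% = DMSO with enzyme and 100% = substrate without enzyme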
E coli Lon inh: E. coli protease La inhibition | P0A9M0 | purified E. coli Lon protease, fluorescence polarization | inhibition, % at 7.94 µM | 360,000 tested, 0.42% active; in the data active = inhibition above about 13%, passing the limit was not always enough;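 also: 0% = enzyme with probe and DMSO and 100% = no enzyme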
Target sequence (P0A9M0 whole entry, looked up): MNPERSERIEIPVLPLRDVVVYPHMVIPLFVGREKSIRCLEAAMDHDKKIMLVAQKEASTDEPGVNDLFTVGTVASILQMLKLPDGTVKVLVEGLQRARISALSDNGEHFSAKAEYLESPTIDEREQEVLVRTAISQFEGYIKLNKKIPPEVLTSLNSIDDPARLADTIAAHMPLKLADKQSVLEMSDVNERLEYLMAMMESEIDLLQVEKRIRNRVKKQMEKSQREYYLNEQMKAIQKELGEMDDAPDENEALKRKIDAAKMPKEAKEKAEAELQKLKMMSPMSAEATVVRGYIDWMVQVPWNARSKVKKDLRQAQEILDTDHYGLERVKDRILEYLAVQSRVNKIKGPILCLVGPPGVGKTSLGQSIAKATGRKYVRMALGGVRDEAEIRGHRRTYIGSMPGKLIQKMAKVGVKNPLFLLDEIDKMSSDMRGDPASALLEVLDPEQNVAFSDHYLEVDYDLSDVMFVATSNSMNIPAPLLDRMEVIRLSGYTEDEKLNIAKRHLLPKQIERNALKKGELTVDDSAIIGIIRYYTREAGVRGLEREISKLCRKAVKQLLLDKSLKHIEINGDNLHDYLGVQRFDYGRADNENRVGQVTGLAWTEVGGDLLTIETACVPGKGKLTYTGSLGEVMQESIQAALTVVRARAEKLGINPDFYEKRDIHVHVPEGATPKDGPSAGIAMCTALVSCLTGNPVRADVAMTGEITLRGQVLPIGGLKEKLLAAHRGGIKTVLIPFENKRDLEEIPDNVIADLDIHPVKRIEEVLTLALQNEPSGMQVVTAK
MT1-MMP act inh: MT1-MMP (human) activation inhibition; HT1080 RFP-PRO-GFP cells, GFP/RFP ratio fluorescence, overnight; percent of plate control window, DMSO zero; 360,000 tested, 0.061% active; GFP/RFP ratio change, % at 20 µM; P50281;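 active = GFP/RFP ratio change of at least 30% with cell ATP level not reduced by more than half and red fluorescence within 50% of control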; also: strong numbers were not always called active
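Assay system: HT1080 cells carrying an RFP-PRO-GFP reporter | Dosing: Single dose of 20 µM compound, 1% DMSO final | Incubation: Cells overnight before dosing, compound overnight, 37 °C, 5% CO2 | Evaluation: GFP/RFP fluorescence ratio | Control set: DMSO and RFP-L50D-GFP cell wells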
PABP1 MLLE inh: inhibitors of microRNA-mediated deadenylation, human PABP1 MLLE binding; GST-MLLE / FITC-PAM2 fluorescence polarization; inhibition, % at 20 µM; 360,000 tested, 0.36% active; AID 588489; in the data active = inhibition above about 35%, passing the limit was not always enough;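 also: plate controls were DMSO wells with GST-MLLE for no effect and wells lacking GST-MLLE protein for full effect; some results filed as inactive read as strong as hits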
SKN-1 block: C. elegans SKN-1 inhibition; C. elegans VP596 Pgst-4::GFP/RFP ratio, acrylamide-induced, 24 h; AID 624304; inhibition, % at 21.8 µM; 360,000 tested, 0.49% active;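 active = interference check ratio from 0.5 to 1.5 plus GFP to RFP signal ratio inhibition reaching or exceeding a fixed threshold, cut at about 30% in these data, passing the limit was not always enough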; also: some compounds called inactive have numbers as strong as hits
Starred values were filed as active, the others as inactive; i = inactive; x = no result given; & = joins results of further samples.

Structure | NRP1-CendR mod | Rin1 Abl inh | Neddylation inh | bovine MsrA act | FAS TE block | E coli Lon inh | MT1-MMP act inh | PABP1 MLLE inh | SKN-1 block
Cc1ccc(CN(C(=O)c2ccco2)C(C(=O)NC2CCCC2)c2ccc(N3CCOCC3)cc2)cc1 (stereo not drawn) | -15.0 | 2.7 | i | -8.6 | 27.8 | 3.6 | 0.7 | 4.1 | -11.4
CCCCN1C[C@H](C)[C@@H](CC(=O)NCc2ccccc2)C1=O | 3.1 | -0.7 | i | 1.8 | -7.8 | -2.9 | -2.4 | -17.1 | 9.8
CCCOc1cccc(-c2cc(C(=O)NNC(=S)NCC)c3ccccc3n2)c1 | -3.7 | -1.5 | i | -1.2 | 49.9 | -4.3 | -2.7 | 15.8 | 0.5
COc1cccc(C(=O)Nc2ccc3[nH]ncc3c2)c1 | 0.5 | -2.1 | i | -9.4 | -21.7 | 1.5 | -2.7 | -1.0 | 7.7
COc1ccccc1NC(=O)c1c([N+](=O)[O-])cnn1C | 8.5 | 3.9 | i | -0.3 | -4.7 | -5.3 | -0.7 | 6.2 | -3.6
Cc1onc(-c2ccccc2Cl)c1C(=O)N1CCC(Cc2ccccc2)CC1 | -0.3 | 5.1 | i | -5.2 | 9.6 | -0.1 | -7.3 | -2.6 | 7.8
S=C(NCCc1ccccc1)Nc1ccc(Cl)cc1 | -0.8 | 1.6 | i | 0.1 | 11.2 | 1.2 | 4.1 | -11.1 | 4.1
CCN1C(=O)c2ccccc2S(=O)c2ccc(C(=O)N3CCOCC3)cc21 (stereo not drawn) | 4.7 | -0.6 | i | -0.9 | -5.3 | -2.5 | 3.7 | 12.9 | 11.8
O=C(Nc1cccc([N+](=O)[O-])c1)c1ccncc1 | 22.3 | -1.7 | i | -1.6 | -6.4 | 1.6 | 2.9 | 6.1 | 4.9
Nc1nc(SCC(=O)N2CCCc3ccccc32)[nH]c(=O)c1-c1ccccc1 | 5.9 | 3.0 | i | -2.8 | -1.2 | 1.1 | 0.8 | 4.0 | 20.4
CC(C)C(=O)N1CCCC1(C)C(=O)Nc1ccc(-n2cccc2)cc1 (stereo not drawn) | 7.2 | -1.9 | i | -0.1 | 1.8 | 9.4 | -2.9 | -1.1 | -6.7
CCOc1cccc(NCc2cc3c(C(C)(C)C)nn(-c4ccccc4)c3[nH]c2=O)c1 | -14.6 | 2.4 | i | -9.9 | 1.5 | -7.2 | 2.0 | -13.0 | -6.8
O=C(Nc1ccc(CN2CCOCC2)cc1)c1ccc(-c2ccc(Br)cc2)o1 | 12.4 | -11.4 | i | -0.8 | 20.6 | 0.9 | 13.5 | 8.7 | 14.7
CCN1C(=O)N(CC)C2NC(=S)NC21 (stereo not drawn) | 16.4 | 2.2 | i | -3.1 | -1.6 | -18.2 | 4.6 | -115.8 | -0.2
O=C(COc1cccc(Br)c1)N/N=C/c1ccc2c(c1)OCCO2 | -1.4 | -1.3 | i | -4.9 | 1.6 | 5.6 | -4.8 | -1.1 | 3.5
CN(C)CCCN(C(=O)c1ccc(S(=O)(=O)N2CCCC2)cc1)c1nc2ccc(Br)cc2s1 | -7.3 | -4.0 | i | -0.5 | 12.8 | -1.6 | 0.8 | -11.0 | -4.8
COc1ccc(C(=O)NCCc2nnc(SCc3nc4ccccc4c(=O)[nH]3)n2C)cc1 | 3.8 | -0.5 | i | -1.1 | -7.0 | -2.2 | 6.4 | 4.2 | -7.1
N#CC1=C(S)N=C(N)C(c2nc(-c3ccccc3)cs2)C12CCCC2 (stereo not drawn) | -34.4 | -3.9 | i | -1.5 | -79.6 | -6.1 | -4.6 | -15.1 | -9.9
CC(C)(C)NC(=O)Nc1cccc(Cl)c1Cl | -0.2 | 0.6 | i | -2.1 | -1.6 | 0.8 | 1.7 | -6.3 | 16.8
Fc1ccccc1C1CCN(Cc2nc(CC3CC3)no2)C1 (stereo not drawn) | -4.7 | -5.3 | i | -0.1 | -5.3 | -2.8 | 0.4 | -9.3 | 16.0
Cc1cc(C(F)(F)F)nc(SCC(=O)NC2=NC(=O)C(C)S2)n1 (stereo not drawn) | -4.0 | 0.8 | i | -3.3 | -7.9 | -7.3 | -0.7 | 44.4* | -9.1
CCN(CC)CCn1c2ccc(Cl)cc2c2nc(C)sc21 | 0.3 | -1.3 | i | 0.3 | 2.6 | 3.0 | 0.0 | -3.1 | 9.3
COc1ccc(-c2cc(-c3ccccc3)c(C#N)c(SCC(=O)Nc3ncc(C)s3)n2)cc1 | -0.2 | -3.2 | i | -5.3 | 29.7 | -3.6 | -22.5 | -5.0 | 7.7
CCOc1cc(C(=O)NC)cc(OCC)c1OCC | -12.8 | 3.8 | i | -2.8 | -4.1 | -6.6 | -2.6 | -0.8 | -2.9
Cc1cc(/C=N/n2cnnc2)c(C)n1-c1ccc(OCc2ccc(F)cc2)cc1 | 0.8 | 1.6 | i | -1.5 | 2.2 | -3.1 | -14.7 | -1.0 | 7.3
COc1ccc(-n2c(-c3ccc(Cl)cc3)c[nH]c2=S)cc1 | 0.0 | 1.6 | i | 1.1 | 3.2 | -6.3 | 1.0 | -17.5 | 14.9
COc1ccc2nc(C)cc(SCC(=O)O)c2c1 | 2.6&-0.3 | -5.8&-5.6 | i | -2.3&-2.5 | -3.6&-9.4 | 1.8&-10.2 | 3.7&2.8 | 4.9&-0.8 | 3.2&-7.4
CCCCCCC(=O)Nc1ccc(C(=O)N2CCCC2)cc1 | 10.9 | 1.9 | i | -3.0 | -7.4 | -27.6 | 2.4 | -1.7 | 5.2
CCn1c(COc2ccc(Cl)cc2)nnc1SCC(=O)Nc1ccc2c(c1)OCO2 | 17.0 | -2.7 | i | -2.4 | 8.0 | -3.0 | 5.2 | -93.7 | -10.6
CN(Cc1ccc(C(C)(C)C)cc1)C(=O)Cc1ccc(S(=O)(=O)N2CCOCC2)s1 | -21.6 | -1.4 | i | -3.2 | 85.1* | 2.1 | 2.4 | 1.9 | -2.3
COc1ccc(-n2nc3c(c2NC(=O)C(C)Oc2ccccc2)CS(=O)C3)cc1 (stereo not drawn) | 1.7 | 0.2 | i | -1.6 | -2.5 | -3.7 | -5.2 | -1.8 | 11.0
C=C(C)C1CC=C(C)/C(=N/NC(=O)COc2cccc(C)c2)C1 (stereo not drawn) | -1.6 | -1.4 | i | -4.7 | 7.8 | -3.2 | -2.9 | -19.4 | -17.6
CNc1ccc(SC#N)cc1 | 4.6 | -0.3 | i | 0.2 | -2.1 | -8.0 | x | 34.1 | -7.9
CCCCNC(=O)c1nn2c(C(F)(F)F)cc(-c3ccc(OC)cc3)nc2c1Br | -10.1 | -0.9 | i | -2.9 | 11.3 | 5.7 | -0.6 | 3.2 | 12.3
N#Cc1c(N)sc(=S)c2c1CCCC2 | -12.9 | -0.8 | i | -1.6 | -10.6 | 15.9* | -12.2 | 48.1* | -3.5
CC(CCc1ccccc1)NC(=O)CCC(=O)N1CCC(C(N)=O)CC1 (stereo not drawn) | 13.9 | 2.8 | i | -1.2 | -4.7 | -1.6 | 1.2 | 0.0 | 7.0
CCOc1ccccc1NC(=O)Cn1cnc2c(nnn2-c2cccc(OC)c2)c1=O | -8.5 | -1.4 | i | -2.2 | 2.0 | -7.9 | -3.7 | -10.6 | -5.7
COc1ccc(C2/C(=C(/O)c3ccccc3)C(=O)C(=O)N2CCO)cc1 (stereo not drawn) | 1.1 | 1.5 | i | -8.1 | -8.9 | -3.9 | -2.6 | 2.1 | -7.5
O=C1C(Cc2ccc(Br)cc2)SC(=Nc2ccccc2)N1c1ccccc1 (stereo not drawn) | 3.0 | -1.9 | i | -7.9 | 31.5 | 12.4 | -15.5 | 0.8 | -1.7
CCCCC(=O)N1CC2(C)CN(C(=O)CCCC)CC(C)(C1)C2=O | 20.7 | -0.9 | i | 0.8 | -7.7 | 2.6 | 5.8 | 14.1 | -2.9
COC(=O)c1ccccc1NC(=O)C1CCN(C(=O)c2cc(OC)cc(OC)c2)CC1 | 11.2 | 2.1 | i | 5.8 | 3.0 | -4.5 | -2.1 | -4.5 | -32.6
CCOC(=O)C1=C(CSc2nc3ccccc3s2)NC(=O)NC1c1ccc(OC)cc1 (stereo not drawn) | -1.3 | -0.8 | i | -3.5 | 14.3 | -3.6 | -11.8 | -6.0 | 15.1
O=S(=O)(c1ccc2nc(-c3ccccc3)[nH]c2c1)N1CCN(c2ccc(Cl)cc2)CC1 | -1.3 | 0.9 | i | -4.7 | 4.6 | -4.6 | 3.4 | 2.6 | -0.8
Nc1c(-c2ccsc2)cnc2ncnn12 | 10.0 | 6.9 | i | -3.3 | -7.0 | 8.6 | -1.9 | -11.1 | 4.3
C[C@@H]1CN([C@H](C)CO)C(=O)CCCn2nncc2CO[C@H]1CN(C)Cc1ccc(C(F)(F)F)cc1 | 6.3 | -2.0 | i | 0.8 | -7.2 | 0.8 | 2.3 | 2.3 | -1.3
O=C(O)CCC(=O)NCc1ccc(F)cc1 | -1.8 | -2.2 | i | -3.7 | -6.6 | -3.3 | 1.9 | 5.5 | -2.3
C=CCn1c(SCC(=O)O)nnc1-c1ccccc1 | 11.9 | -1.4 | i | -2.3 | -5.1 | 7.3 | 3.1 | 8.8 | 2.6
CC(=O)c1ccc(O)c(CSc2nncn2C)c1 | 6.0 | 2.4 | i | -12.2 | -4.3 | -2.4 | 5.4 | -24.3 | -9.4
CC(O)CNc1nc2c(c(=O)n(Cc3ccc(Cl)c(Cl)c3)c(=O)n2C)n1C (stereo not drawn) | -6.1 | -1.1 | i | -0.9 | 11.1 | 1.4 | 0.4 | -12.4 | -9.2
CCc1ccc(N2C(=O)c3ccc4c5c(ccc(c35)C2=O)CC4)cc1 | -11.9 | -1.2 | i | 2.5 | -1.8 | -14.9 | 3.2 | -19.7 | 25.6
Cn1c(N)c(C(=O)CSc2ccc3c(c2)OCCO3)c(=O)n(C)c1=O | -9.0 | 0.8 | i | -2.1 | -5.7 | -4.1 | 1.1 | 15.1 | 15.9
O=C(NCCNC(=O)c1ccco1)c1ccc(F)cc1 | -6.7 | 2.8 | i | -0.9 | -1.5 | 3.9 | 5.2 | 10.4 | -6.6
CC(=O)Nc1ccc(-c2csc(NC(=O)CC(NC(C)=O)c3ccccc3)n2)cc1 (stereo not drawn) | -14.4 | -2.0 | i | -4.3 | -4.8 | -13.0 | -0.4 | 0.8 | 4.8
COc1ccc(C(=O)N/C(=C\c2ccc(Cl)cc2)C(=O)NCCN2CCOCC2)cc1 | 0.9 | 0.4 | i | -6.1 | 1.9 | 16.2 | 3.7 | 6.7 | 5.8
O=C(NN1C(=O)c2ccccc2NC1c1ccoc1)c1ccccc1 (stereo not drawn) | -0.1 | 4.8 | x | -2.8 | -2.4 | 2.2 | -1.0 | -2.8 | 0.3

Limited to MT1-MMP act inh, E coli Lon inh and PABP1 MLLE inh (two entries from above):
Structure,MT1-MMP act inh,E coli Lon inh,PABP1 MLLE inh
C[C@@H]1CN([C@H](C)CO)C(=O)CCCn2nncc2CO[C@H]1CN(C)Cc1ccc(C(F)(F)F)cc1,2.3,0.8,2.3
COc1ccc(C(=O)N/C(=C\c2ccc(Cl)cc2)C(=O)NCCN2CCOCC2)cc1,3.7,16.2,6.7

E coli Lon inh: what is marked active above
| SMILES | NRP1-CendR mod | Rin1 Abl inh | Neddylation inh | bovine MsrA act | E coli Lon inh | MT1-MMP act inh | PABP1 MLLE inh | SKN-1 block |
| --- | --- | --- | --- | --- | --- | --- | --- | --- |
| N#Cc1c(N)sc(=S)c2c1CCCC2 | -12.9 | -0.8 | i | -1.6 | 15.9* | -12.2 | 48.1* | -3.5 |
